KOR beta-arrestin-1 = KOR antagonists, beta-arrestin recruitment, cell-based, luminescence, uHTS (AID 1778) | Kappa-type opioid receptor (Homo sapiens) | KOR beta-arrestin recruitment, luminescence, antagonist mode; higher % means a stronger effect | 290,000 tested, 0.091% active | one-dose inhibition, % at 10 µM; IC50 in µM for titrated hits; also: strong numbers were not always called active
KOR beta-arrestin-2 = KOR agonists, beta-arrestin recruitment, primary screen, cell-based, luminescence, uHTS (AID 1777); KOR beta-arrestin recruitment, luminescence; higher % means a stronger effect; activation, % at 10 µM, or EC50 in µM where a hit was titrated; 280,000 tested, 0.02% active; in the data active = activation above about 50%, passing the limit was not always enough; also: a part of the inactive calls stands beside numbers as strong as those of hits
HIV fusion peptide = inhibitors of HIV fusion peptide binding, primary screen, biochemical, uHTS, fluorescence dequenching (AID 1986) | cell-free peptide binding, fluorescence dequenching, 30 min; higher % means a stronger effect | 290,000 tested, 0.3% active | one-dose inhibition, % at 20 µM; IC50 in µM for titrated hits; in the data active = inhibition mostly above about 52%, no sharp cut-off; inactive = mostly below about 76%; also: some results filed as inactive read as strong as hits
LYP phosphatase = inhibitors of LYP phosphatase, biochemical, fluorescence intensity, uHTS (AID 1779). inhibition, % at 11.5 µM, or IC50 in µM where a hit was titrated. recombinant LYP phosphatase, fluorescence intensity; higher % means a stronger effect. 290,000 tested, 0.054% active. Tyrosine-protein phosphatase non-receptor type 22 (Homo sapiens);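 also: plate controls were vehicle with enzyme for no effect and no enzyme for full effect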
SIAH1 antagonists = Siah-1 peptide-binding antagonists, primary screen, biochemical, fluorescence polarization, rhodamine-plectin, uHTS (AID 1817); Siah-1 / rhodamine-plectin peptide fluorescence polarization; higher % means a stronger effect; one-dose displacement, % at 20 µM; IC50 in µM for titrated hits; 290,000 tested, 0.02% active;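 active = displacement of at least 50% at 20 µM, with a fluorescence ratio check between 0.3 and a set limit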;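 also: plate controls were Siah plus tracer with DMSO for no effect and tracer alone without Siah for full effect; strong numbers were not always called active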
HEK293 NOD2/NF-kB = NOD2 signaling inhibitors, cell-based, luminescence, uHTS, HEK293 (AID 1566); one-dose inhibition, % at 4 µM; EC50 in µM for titrated hits; HEK293 NOD2/NF-kB luciferase reporter, luminescence; higher % means a stronger effect; 290,000 tested, 0.63% active; also: many of its hits are not listed in these tables
NOD1 inhibition = NOD1 signaling inhibitors, primary screen, cell-based, luminescence, uHTS (AID 1578); 290,000 tested, 1% active; inhibition, % at 4 µM, or EC50 in µM where a hit was titrated; NOD1-driven NF-kB luciferase reporter cells, luminescence; higher % means a stronger effect; in the data active = inhibition mostly above about 36%, no sharp cut-off; inactive = mostly below about 34%;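 also: HEK-293T reporter cells stimulated with the NOD1 agonist gamma-tri-DAP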
Myeloid diff MLP = induction of myeloid progenitor differentiation, primary screen, cell-based, flow cytometry, MLPCN library | AID 624256, 2012 | calls only at 10 µM | ER-HoxA9 myeloid progenitors, lysozyme-GFP differentiation | 360,000 tested, 1% active;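 active = normalized GFP-positive differentiation at or above the plate's own cutoff, the solvent-only control mean plus 3 SD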;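 also: cells exposed to compound for four days before flow analysis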
Salmonella PhoP GFP = inhibitors of PhoP regulon expression, primary screen, Salmonella Typhimurium, GFP reporter (AID 1863); 300,000 tested, 0.16% active; inhibition, % at 50 µM; hits with a dose series show IC50 in µM; S. Typhimurium PhoP-regulated promoter GFP reporter, 4 h; higher % means a stronger effect;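 active = inhibition over 29.93%, a cutoff 3 SD above the screen mean, later confirmed by dose response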;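 also: 0% = low Mg2+ inducing control and 100% = high Mg2+ repressing control; strong numbers were not always called active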
Myeloid diff MLP GFP+ MAC1+ % = further read-out of Myeloid diff MLP, marked with its call; GFP+ MAC1+ double positive, %; measured here: differentiation confirmed by MAC1 staining
* marks the source's active call; other numbers are inactive results; i = inactive; · = no result given; [ ] = remark or other dose. Rule as the data show it, unless noted: active = inhibition above about 50%; inactive = the rest.

Values run as follows: KOR beta-arrestin-1 | KOR beta-arrestin-2 | HIV fusion peptide | LYP phosphatase | SIAH1 antagonists | HEK293 NOD2/NF-kB | NOD1 inhibition | Myeloid diff MLP | Myeloid diff MLP GFP+ MAC1+ % | Salmonella PhoP GFP
- C/C(CC(=O)NCCc1ccccc1)=N\NC(=O)COc1ccc(Br)cc1
    33% | 2.5% | 0.2% | -3% | -2% | 8% | 31% | i | 3.8 | -3%
- CCc1cc[n+](-c2nc3ccccc3nc2C(=C=[N-])C#N)cc1
    17% | -0.3% | -0.3% | 3% | 2% | 1% | 1% | i | 1.0 | 0%
- Cc1cc(C(F)(F)F)nn1CC(=O)NNC(=S)Nc1cccc(Cl)c1
    32% | 0.0% | 3.4% | 2% | -4% | -5% | -5% | i | 6.0 | -3%
- C/C(Cc1ccccc1)=N\NC(=O)c1cc(C(C)(C)C)[nH]n1
    9% | -1.3% | -1.3% | -1% | -1% | 7% | -38% | i | 0.2 | -1%
- O=C(CSc1n[nH]c(-c2ccccc2)n1)c1ccc(O)c(O)c1
    -3% | -7.4% | 2.6% | 3% | -7% | -1% | -6% | i | 7.2 | 25%
- S=C1CCSc2ccc(Cl)cc2N1
    -8% | -3.5% | 1.2% | -8% | 2% | -12% | -12% | i | 1.3 | 1%
- Fc1ccc(Br)cc1/C=N/n1cnnc1
    4% | 7.0% | -0.6% | -3% | -1% | 6% | -2% | i | 1.0 | 19%
- O=C(Cn1ccc([N+](=O)[O-])n1)Nc1nc2ccccc2s1
    12% | -2.9% | 3.5% | -2% | -2% | 10% | -20% | i | 0.2 | 5%
- COc1cccc(CN(C(=O)Cn2nnc(-c3ccccc3F)n2)C(C(=O)NC(C)(C)C)c2ccncc2)c1 (stereo not given)
    18%[20 µM] | · | 1.4% | -6% | 11% | 8% | -15% | i | 0.5 | 9%
- CN(C(=O)c1ccncc1)c1nnc(-c2cccnc2)s1
    12% | -0.3% | 0.7% | -1% | -2% | 13% | -6% | i | 0.6 | 7%

Values run as follows: KOR beta-arrestin-1 | KOR beta-arrestin-2 | HIV fusion peptide | LYP phosphatase | SIAH1 antagonists | HEK293 NOD2/NF-kB | NOD1 inhibition | Myeloid diff MLP | Myeloid diff MLP GFP+ MAC1+ % | Salmonella PhoP GFP
- CCOc1ccc(C(=O)NC2CCN(C(=S)Nc3ccccc3C)CC2)cc1
    -28%[20 µM] | -9.3% | -0.3% | -11% | 4% | 19% | -15% | i | 2.1 | 4%
- Cc1ccc(-c2ccc(SCC(=O)NC3CCCC3)nn2)cc1
    -17% | 1.1% | -0.4% | -7% | -1% | 11% | -9% | i | 2.7 | -7%
- O=C(NCCN1CCOCC1)NC1(C(F)(F)F)Oc2ccc(Cl)cc2O1 (stereo not given)
    -9% | -4.7% | 3.1% | -5% | -2% | 15% | -9% | i | 0.8 | -6%
- O=C(/C=C/c1ccco1)Nc1cc(Cl)ccc1C(=O)O
    -7% | 3.7% | 75%* | -4% | 24% | 7% | -10% | i | 0.8 | -1%
- Cc1nn(Cc2ccccc2)c2sc(C(=O)NCc3cccnc3)cc12
    -47% | · | -0.7% | -1% | -5% | 0% | -2% | i | 0.5 | 14%
- CCC(=O)N1CCCN(S(=O)(=O)c2ccc(C)cc2)C1c1ccc(OC)cc1 (stereo not given)
    12% | -0.9% | 0.7% | -10% | -3% | 16% | 41% | · | · | 7%
- C=CCS/C(=N\n1cnc2ccccc2c1=O)N1CCCCC1
    23% | 1.1% | 2.0% | -7% | 4% | -12% | -16% | i | 0.3 | -3%
- Cc1[nH]c2ccccc2c1C(=O)COC(=O)C1CCC1
    26% | 0.9% | -0.4% | -7% | 13% | 2% | -24% | i | 0.4 | 3%
- Cc1cccc(Cn2cnc3ccccc32)c1
    -44% | 3.6% | -0.4% | -5% | 1% | 4% | -2% | i | 1.3 | 0%
- O=C1CSC(c2cccc(F)c2)N1c1c(F)cccc1F (stereo not given)
    9% | -1.0% | -1.1% | -7% | 1% | 14% | -2% | i | 0.3 | 2%

Single records, from the list above. Order of values: KOR beta-arrestin-1, KOR beta-arrestin-2, HIV fusion peptide, LYP phosphatase, SIAH1 antagonists, HEK293 NOD2/NF-kB, NOD1 inhibition, Myeloid diff MLP, Myeloid diff MLP GFP+ MAC1+ %, Salmonella PhoP GFP
Cc1[nH]c2ccccc2c1C(=O)COC(=O)C1CCC1 is entered as 26%, 0.9%, -0.4%, -7%, 13%, 2%, -24%, i, 0.4, 3%
CCC(=O)N1CCCN(S(=O)(=O)c2ccc(C)cc2)C1c1ccc(OC)cc1 (stereo not given) is entered as 12%, -0.9%, 0.7%, -10%, -3%, 16%, 41%, ·, ·, 7%
Cc1ccc(-c2ccc(SCC(=O)NC3CCCC3)nn2)cc1 is entered as -17%, 1.1%, -0.4%, -7%, -1%, 11%, -9%, i, 2.7, -7%
O=C(NCCN1CCOCC1)NC1(C(F)(F)F)Oc2ccc(Cl)cc2O1 (stereo not given) is entered as -9%, -4.7%, 3.1%, -5%, -2%, 15%, -9%, i, 0.8, -6%

(further entries)
Values run as follows: KOR beta-arrestin-1 | KOR beta-arrestin-2 | HIV fusion peptide | LYP phosphatase | SIAH1 antagonists | HEK293 NOD2/NF-kB | NOD1 inhibition | Myeloid diff MLP | Myeloid diff MLP GFP+ MAC1+ % | Salmonella PhoP GFP
- O=c1c(-c2ccccc2)c1-c1ccccc1
    12% | -2.6% | -0.5% | -6% | 1% | 32% | 14% | · | · | -1%
- CC(C(=O)O)n1c(-c2ccn[nH]2)n[nH]c1=S (stereo not given)
    25% | · | -0.9% | -8% | -7% | 11% | 0% | i | 0.5 | -4%
- O=C(C1CCCN(Cc2ccc3c(c2)OCO3)C1)N1CCCC1 (stereo not given)
    25% | -3.9% | -2.2% | -5% | 1% | -2% | -15% | i | 0.7 | -12%
- Cc1ccc(S(=O)(=O)NCC(=O)N2CCCC2)cc1
    0% | 0.1% | 4.1% | -2% | -1% | 11% | -14% | i | 3.2 | 4%
- Cc1ccccc1N(C(=O)CNC(=O)c1ccco1)C(C(=O)NC1CCCCC1)c1cccnc1 (stereo not given)
    -6% | -1.4% | -0.8% | -13% | -6% | 10% | -6% | i | 0.2 | 2%
- Cc1ccc(C(=O)Cn2cc([N+](=O)[O-])nc2C)cc1
    -29% | -0.1% | 0.7% | -3% | 1% | 2% | -9% | i | 0.6 | -3%
- CCOc1ccc(NC(=O)c2ccc3c(c2)CCN3S(C)(=O)=O)cc1
    -15%[20 µM] | -4.0% | -0.5% | -6% | 12% | 15% | -25% | i | 0.7 | 12%
- CC(=O)Nc1ccc(NC(=O)Cn2cc3c(n2)CCC(C)C3)cc1 (stereo not given)
    -32% | 0.5% | -2.2% | -7% | -2% | 3% | 15% | · | · | -3%
- O=C(COC(=O)/C=C/c1ccc(Cl)cc1)Nc1ccc2c(c1)OCCO2
    -12% | -0.6% | 1.2% | 3% | 6% | -1% | -35% | i | 0.5 | -4%
- Cc1nn(C)c(C)c1CNC(=O)c1cc2n(n1)C(C(F)(F)F)CC(c1cccs1)N2 (stereo not given)
    -3% | 0.1% | 1.3% | 2% | 0% | 17% | -7% | i | 11 | -3%

mol	KOR beta-arrestin-1	KOR beta-arrestin-2	HIV fusion peptide	LYP phosphatase	SIAH1 antagonists	HEK293 NOD2/NF-kB	NOD1 inhibition	Myeloid diff MLP	Myeloid diff MLP GFP+ MAC1+ %	Salmonella PhoP GFP
COc1ccc(CCNC(=O)COC(=O)Cn2cnc3ccccc32)cc1OC	-6%	-1.5%	-0.1%	-7%	4%	10%	-35%	i	0.2	-9%
O=S(=O)(N1CCCCC1)N1CCN(c2ccccc2F)CC1	8%	1.2%	-0.5%	-4%	3%	-4%	-5%	i	10	9%
COc1ccc(NC(=O)CSc2ncc(-c3ccc(F)cc3)n2Cc2ccco2)cc1	19%	-1.0%	-3.4%	6%	4%	7%	-21%	i	1.5	-4%
COCCN(C(=O)CCc1nnc(Cc2c[nH]c3ccccc23)o1)C(C)C	-2%[20 µM]	-5.7%	-1.2%	-8%	-6%	-3%	3%	i	0.6	-14%
CCOC(=O)c1cc2occc2n1CC(=O)NC1CCC(C)CC1 (stereo not given)	13%	5.8%	0.4%	-10%	2%	-10%	-2%	i	0.7	-12%
Cc1cc(Cl)c2oc(C(=O)NC(C)c3ccncn3)c(C)c2c1 (stereo not given)	-13%	-4.3%	-0.9%	-13%	-1%	17%	-8%	i	3.0	8%
CC(C)c1ccc(/C=C2\NC(=O)NC2=O)cc1	15%	-3.6%	-0.5%	1%	5%	-14%	-40%	i	0.2	-3%
O=[N+]([O-])c1ccccc1/C=N/N1CCN(c2ccncc2S(=O)(=O)N2CCCCC2)CC1	·	4.5%	5.0%	4%	1%	-9%	-7%	i	0.6	44%
CC(C)C(=O)NC(NC(=S)NC1CCS(=O)(=O)C1)C(Cl)(Cl)Cl (stereo not given)	28%	-0.7%	1.0%	-6%	3%	8%	-23%	i	6.0	5%
CSCCC(NC(=O)c1cccc(C)c1)C(=O)O (stereo not given)	40%	-3.2%	-1.8%	-6%	-9%	-3%	2%	i	0.3	-9%
O=C(CSc1ncccn1)NN=C1CCCCCCC1	-25%	8.4%	3.0%	2%	-4%	14%	-4%	i	1.0	-7%
COc1cc(NC(=O)c2cc(Cl)ccc2Cl)ccc1-c1cc2ccccc2oc1=O	-18%	3.4%	-1.7%	-2%	10%	-28%	-21%	i	2.9	-4%
CCOC(=O)Cn1c(=NC(=O)CSC(C)=O)sc2ccccc21	19%	-4.9%	-1.5%	4%	6%	4%	-25%	i	1.7	11%
Cc1ccc(C(=O)N/N=C\C=C\c2ccccc2[N+](=O)[O-])cn1	-24%	0.0%	-3.6%	-1%	0%	8%	10%	i	0.1	9%
Cc1cc(C(=O)N2CCN(c3ccc(C(F)(F)F)cn3)CC2)c(C)o1	12%	-1.4%	-1.1%	-9%	4%	8%	-6%	i	0.1	-10%
CC(=O)c1ccc(NC(=O)c2ccc3nc(-c4ccco4)c(-c4ccco4)nc3c2)cc1	2%	-1.5%	78%	45%	14%	21%	9%	i	0.9	-2%
Cc1ccc(-n2nc3c(Cl)nnc(C)c3c2C)cc1	30%	4.9%	-0.2%	-3%	14%	-8%	-1%	i	1.1	13%
COc1ccc(CN2CCN(c3cc(C)nc4c5c(C)cc(C)nc5nn34)CC2)cc1F	4%	4.4%	6.5%	-15%	0%	-7%	-12%	i	2.1	·
COc1ccc(S(=O)(=O)N(CC(=O)NCC2CCCO2)C2CCCCC2)cc1OC (stereo not given)	-14%	0.9%	1.0%	-5%	-1%	-6%	-30%	i	7.6	-5%
O=C(CCCn1cc([N+](=O)[O-])cn1)N1CCCCC1	0%	-2.2%	-1.9%	-3%	-1%	12%	-36%	i	0.5	-1%

Individual results from the results shown.
`Cc1cc(Cl)c2oc(C(=O)NC(C)c3ccncn3)c(C)c2c1` (stereo not given) – HIV fusion peptide: -0.9%
`CCOC(=O)Cn1c(=NC(=O)CSC(C)=O)sc2ccccc21` – SIAH1 antagonists: 6%
`CC(=O)c1ccc(NC(=O)c2ccc3nc(-c4ccco4)c(-c4ccco4)nc3c2)cc1` – HEK293 NOD2/NF-kB: 21%

These rows are one share of the data; count on the stated rates, not on these rows.
